# Screens (PubChem BioAssay)
# Peg3 promoter: inhibitors of Peg3 promoter | AID 588405 | inhibition, % at 20 µM | actives 1.7% (n = 360,000) | HeLa PEG-Prom luciferase reporter, luminescence, overnight;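 active = inhibition of at least 50% at 20 µM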
# TROY signal inh: blocks TROY-dependent signaling in reporter cells; inhibition, % at 10 µM; actives 0.98% (n = 360,000); Q293 LMP1-TROYcd NF-kB luciferase reporter, 4 h;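 active = compounds whose plate-normalised and pattern-corrected inhibition of the luciferase reporter signal at the single screening dose is 50% or more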
# MITF TRPM1 inh: reduces MITF-dependent TRPM1 promoter luciferase signal; SK-MEL-5 TRPM1 promoter luciferase, 24 h; inhibition, % at 12.5 µM; actives 0.83% (n = 330,000);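 active = mean inhibition across replicates of 60% or more, whatever share of single replicates reaches that level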; also: values of inactives mirror those of a sister screen read the other way
# Shn3 3UTR inh: Schnurri-3 reporter inhibition in Clone20 osteoblasts; actives 0.52% (n = 360,000); inhibition, % at 12.5 µM; Clone20 osteoblast Shn3 3'UTR firefly luciferase, 24 h;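 active = mean inhibition of at least 75% with every replicate also reaching 75%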;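 also: 0% = median of neutral control wells and 100% = pilot-screen positive control compound; some compounds past the cut are filed as inactive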
# C8 TRAIL sens: sensitizes caspase-8 expressing cells to TRAIL | NB7+C8 cells + TRAIL, ATPlite viability luminescence | inhibition (viability loss, TRAIL sensitization), % at 10 µM | actives 1% (n = 360,000) | AID 624354;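 active = compounds causing at least 50% loss of cell viability in the single-dose screen, relative to plate controls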
# CF NFkB block: blocks PAF-induced NF-kB reporter in cystic fibrosis cells | KKLEB NF-kB-GFP reporter, GFP fluorescence overnight | inhibition, % at 5 µM | actives 0.86% (n = 360,000) | AID 588850;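 active = at least 50% inhibition at 5 µM, scaled per plate between neutral and stimulator controls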;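 also: PAF is a Pseudomonas aeruginosa culture filtrate used as stimulus; plate controls were PAF-stimulated DMSO wells for no effect and unstimulated DMSO wells for full effect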
# HIF-2a block: inhibitors of HIF-2a | actives 0.72% (n = 360,000) | inhibition, % at 18.8 µM | 786-0 RCC cells HIF-2a reporter, luciferase luminescence, overnight;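 active = inhibition of the luminescence signal of 40% or more relative to plate controls, in a single-dose primary screen at 18.75 µM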
# KKLEB cytotox: counter-screen for CF NF-kB inhibitors: cytotoxicity. KKLEB CF airway cells viability, ATPlite luminescence, overnight; active compounds read low; cells stimulated with P. aeruginosa culture filtrate. activity change (cytotoxicity), % at 5 µM. actives 0.36% (n = 360,000). AID 602141;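 active = corrected activity change at or below -50% at 5 µM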
# NR2E3 ag-1: agonists of human NR2E3 nuclear receptor | inhibition of corepressor binding, % at 3.98 µM | CHO-S Gal4-NCOR/VP16-NR2E3 two-hybrid, luciferase | actives 0.35% (n = 360,000) | AID 602229 | Q9Y5X4;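 active = inhibition above the mean of all tested compounds plus 3 SD, cut at about 70% in these data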;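 also: 0% = DMSO with NR2E3 transfected cells and 100% = cells lacking NR2E3 construct; higher means lower luciferase signal from less NR2E3 corepressor binding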
# Target sequence (Q9Y5X4 whole entry, looked up, the tested form may be a part): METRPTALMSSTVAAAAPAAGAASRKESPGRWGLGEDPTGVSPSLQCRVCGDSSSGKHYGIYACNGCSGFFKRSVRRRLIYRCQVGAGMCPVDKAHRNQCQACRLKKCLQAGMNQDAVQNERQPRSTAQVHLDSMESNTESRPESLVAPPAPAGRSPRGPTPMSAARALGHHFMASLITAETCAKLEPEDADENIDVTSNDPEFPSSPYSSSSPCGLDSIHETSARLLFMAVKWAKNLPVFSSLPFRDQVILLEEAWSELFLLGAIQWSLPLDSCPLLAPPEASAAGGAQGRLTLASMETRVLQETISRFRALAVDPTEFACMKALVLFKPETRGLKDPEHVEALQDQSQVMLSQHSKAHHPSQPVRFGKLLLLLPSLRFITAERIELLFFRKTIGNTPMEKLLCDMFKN
# NR2E3 ag-2: agonists of human nuclear receptor NR2E3; Q9Y5X4; GST-NR2E3/biotin-RetCOR TR-FRET, 1536-well; AID 2300; inhibition of corepressor binding, % at 4.78 µM; actives 0.12% (n = 320,000);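 active = percent inhibition above the cutoff of mean plus 3 SD of all tested compounds, set per screening campaign, cut at about 20% in these data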;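 also: 0% = DMSO wells and 100% = biotin wells as full block of FRET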
#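 Material: NR2E3–RetCOR corepressor complex | Quantity: 1.35 nM GST-tagged NR2E3 final | Schedule: 5 h at 4 °C | Replication: Singlicate compound wells | Reagent: RetCOR corepressor, biotinylated, 7 nM | Controls: Biotin wells as high control, 0.6% DMSO wells as low control | Signal: TR-FRET, Eu(K)-anti-GST donor, streptavidin-D2 acceptor, ex 340, em 617/671 nm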
# TWEAK-Fn14 inh: blocks TWEAK-Fn14 interaction in a reporter cell assay; actives 2% (n = 360,000); AID 1159606; inhibition, % at 10 µM; TWEAK-stimulated Fn14 reporter cells, luciferase luminescence, 8 h; in the data active = inhibition above about 50%
# Active calls of the source: *; nt = no result given. This is a subset; the hit share may differ from the screen's.
SMILES,Peg3 promoter,TROY signal inh,MITF TRPM1 inh,Shn3 3UTR inh,C8 TRAIL sens,CF NFkB block,HIF-2a block,KKLEB cytotox,NR2E3 ag-1,NR2E3 ag-2,TWEAK-Fn14 inh
O=C(N/N=C/c1cc([N+](=O)[O-])ccc1O)c1cccc(N2CCCC2=O)c1,24,-12,19,10,5,8,7,-5,-64,1,7
COc1ccc([C@@H]2CC(=O)c3c(O)cc(O)cc3O2)cc1O,-173,-26,-47,-55,-7,22,-62,-5,-67,0,-6
Cc1cccc(N2C(=O)Cc3ccccc3C2=O)c1,1,4,8,-7,-32,-3,25,5,-8,0,3
CCOC(=O)CN1C(=O)C(=O)c2cccc(C)c21,0,3,9,-16,-5,14,4,-10,-17,0,11
CCCNC(=O)[C@H](Cc1c[nH]c2ccccc12)NC(=O)c1ccccc1Cl,-69,-20,12,-7,-1,11,-99,0,-15,1,-7
Cc1ccc(-c2nnc(SCC(=O)N3CCN(c4ccccc4)CC3)o2)cc1,1,-27,4,9,-5,8,18,3,-16,4,-29
CCN(CC)CCN(Cc1cc2cc3c(cc2[nH]c1=O)OCO3)C(=S)NCCOC,16,5,3,-3,-12,-10,14,11,-16,1,-3
Cc1c(N=Cc2nc3ccccc3n2C)c(=O)n(-c2ccccc2)n1C,-65,64*,6,-7,-13,10,-10,1,-11,1,62*
CN(C)c1ccc(/C=C2\CCCCC2=O)cc1,-237,-12,-38,-91,9,10,-187,-1,-56,-5,-5
COc1ccccc1NC(=O)c1ccc(NC(=O)CSc2nncn2C)cc1,-4,2,4,1,-8,-1,5,4,-17,4,6
COc1ccc(OC)c(CC(NC(C)=O)C(=O)NC2CCN(c3c(Cc4ccccc4)c(C)nc4ncnn34)CC2)c1 (stereo not drawn),21,-1,-7,12,-5,-8,24,-3,-6,1,-23
CC[C@H](C)[C@H](NC(=O)OCc1ccccc1)C(=O)OCC(=O)N1CCN(c2ccc(F)cc2)CC1,7,10,14,33,-1,-5,13,-3,0,nt,5
CCN(CC)c1ccc(/C=N/Nc2nc(C)cc(C)n2)c(O)c1,28,-62,5,89*,51*,-1,-56,-5,0,-1,0
CP(=O)(Nc1cc(Cl)ccc1Cl)c1nc2c(s1)CCCC2 (stereo not drawn),0,-4,1,-11,-14,10,6,-7,-9,0,6
CC(C)N(C(=O)[C@H]1C[C@H](CC(=O)NCCN2CCOCC2)C(=O)N2CCc3c([nH]c4ccc(Cl)cc34)[C@]12C)C(C)C,-5,14,2,9,1,6,-3,-9,21,nt,29
COc1ccccc1C(=O)NCC(=O)N1CCN(S(=O)(=O)c2ccc3c(c2)OCCO3)CC1,-11,-7,-4,4,2,12,6,-1,-3,-2,-10
COc1ccc(CNC(=O)C2C3C=CC4(CN(Cc5cccnc5)C(=O)C24)O3)cc1 (stereo not drawn),3,-1,2,-8,1,-4,12,8,-2,3,5
O=C(N/N=C/c1ccc[nH]1)c1ccc2c(c1)OCO2,-158,-13,-43,-54,2,0,-58,-5,-48,0,9
O=C(CN1C(=O)NC2(CCCCCC2)C1=O)Nc1ccc([N+](=O)[O-])cc1,-4,-5,-10,1,9,-19,11,-2,-16,nt,-14
NNC(=O)c1oc2nc(-c3ccccc3)cc(-c3ccco3)c2c1N,3,-7,nt,-17,-8,-86,1,14,-3,-3,3
Cc1cccc(-n2nnnc2-c2cnccc2C(F)(F)F)c1C,6,17,12,4,5,-3,15,4,2,1,1
CCN1CCN(C(=S)Nc2cccc([N+](=O)[O-])c2)CC1,7,-13,-7,-1,-4,13,0,-2,-36,1,-4
COc1ccccc1/C=C1\SC(N2CCC(C)CC2)=NC1=O,-78,-40,-7,-27,0,-16,-205,-8,-47,-2,-28
Cn1c(N)c(C(=O)c2ccccc2)c(=O)n(C)c1=O,7,2,1,nt,11,-9,5,6,10,0,-8
Cc1ccc(C)c(OCCC(=O)OCC(=O)N(C)c2c(N)n(Cc3ccccc3)c(=O)[nH]c2=O)c1,1,-11,11,7,-18,3,14,14,8,1,-17
O=C(CC(Nc1ccccc1)C(=O)O)c1ccccc1 (stereo not drawn),-202,-25,-104,-108,34,-4,-222,-2,-103,-3,6
Cc1ccsc1/C=N/NC(=O)c1ccc([N+](=O)[O-])cc1,-180,-59,-34,-49,24,-10,-230,-5,-32,-5,-9
CN1CCN(NC(=O)Nc2ccc(Br)cc2)CC1,-50,-25,-13,15,-2,-34,-83,18,-8,0,-2
CCOC(=O)c1sc(NC(=O)Nc2ccccc2Cl)cc1C,-185,69*,-34,-53,77*,-1,-233,-7,-220,1,70*
COc1cc2c(cc1OC)C(c1cccc([N+](=O)[O-])c1)=NCC2,26,-18,5,12,-1,21,27,-16,-9,5,-15
COc1ccc(NC(=O)CC(C(=O)O)C(C)c2ccccc2)cc1 (stereo not drawn),-7,13,0,-5,-18,-4,6,-1,-6,nt,-11
COCCNC(=O)CSc1cc(=O)n(C)c2cc(Cl)ccc12,0,-8,7,2,0,-11,16,2,-18,-16,1
O=C(COc1ccc2ccccc2c1)NN1C(=O)c2ccccc2C1=O,13,5,9,0,29,13,16,7,-10,5,2
Cc1ccc(/C=C(\C#N)C(=O)Nc2cccc3ncccc23)o1,-27,11,-1,11,3,6,5,-2,-9,3,8
COc1cc(/C=N/NC(=O)CC#N)ccc1Oc1nc(Cl)ncc1F,16,13,3,14,-6,12,21,-4,6,5,16
O=C1c2ccccc2NC(c2cn[nH]c2-c2ccc(Cl)cc2)N1O (stereo not drawn),6,5,16,31,11,0,-5,13,-1,-12,-2

# Record cards, as listed above.
# O=C(COc1ccc2ccccc2c1)NN1C(=O)c2ccccc2C1=O in the list: Peg3 promoter: 13; TROY signal inh: 5; MITF TRPM1 inh: 9; Shn3 3UTR inh: 0; C8 TRAIL sens: 29; CF NFkB block: 13; HIF-2a block: 16; KKLEB cytotox: 7; NR2E3 ag-1: -10; NR2E3 ag-2: 5; TWEAK-Fn14 inh: 2
# Cc1ccc(C)c(OCCC(=O)OCC(=O)N(C)c2c(N)n(Cc3ccccc3)c(=O)[nH]c2=O)c1 in the list: Peg3 promoter: 1; TROY signal inh: -11; MITF TRPM1 inh: 11; Shn3 3UTR inh: 7; C8 TRAIL sens: -18; CF NFkB block: 3; HIF-2a block: 14; KKLEB cytotox: 14; NR2E3 ag-1: 8; NR2E3 ag-2: 1; TWEAK-Fn14 inh: -17

# Next section.
SMILES,Peg3 promoter,TROY signal inh,MITF TRPM1 inh,Shn3 3UTR inh,C8 TRAIL sens,CF NFkB block,HIF-2a block,KKLEB cytotox,NR2E3 ag-1,NR2E3 ag-2,TWEAK-Fn14 inh
C=CCOc1ccc(/C=C(\C#N)C(=O)Nc2ccccn2)cc1,-127,-10,0,3,-17,4,-186,0,12,2,-49
Cc1c(N=C2NC(=O)C(CC(=O)Nc3ccc(Cl)cc3)S2)c(=O)n(-c2ccccc2)n1C (stereo not drawn),16,4,-5,4,7,7,4,-6,4,3,-1
C=CCn1c(=NC(=O)C2COc3ccccc3O2)sc2cccc(OC)c21 (stereo not drawn),4,-12,-4,-2,11,4,-38,-3,3,0,-1
COc1cccc(C2CC(C(F)(F)F)n3ncc(C(=O)NCC4CCCO4)c3N2)c1 (stereo not drawn),25,-9,-5,-18,4,-3,5,-4,-3,3,-15
CCOC(=O)Cc1csc(NS(=O)(=O)c2ccc(C(F)(F)F)cc2)n1,12,22,nt,nt,-5,-5,10,-13,13,-1,21
O=C(N/N=C\c1ccccc1F)c1ccc(-c2ccccc2)cc1,-58,2,-38,-3,7,-17,-128,8,-52,nt,-42
Cn1/c(=N/NC(=O)c2ccccc2F)sc2ccccc21,-170,-53,13,-32,9,-4,-218,5,-48,-3,-7
COc1ccc(C(=O)c2c(O)cc(-c3ccc(OC)cc3)oc2=O)cc1,-15,-6,-6,-21,1,5,-6,4,-8,5,-4
COc1ccccc1-n1c(SCC(=O)N2CCCCC2)nc2cccnc21,16,-8,0,-32,0,-7,22,5,-10,1,-1
CCCCC(=O)Nc1ccc(NC(=S)NC(=O)CCCCl)cc1OC,10,9,4,-13,-12,-8,-2,-4,9,1,9
COc1ccc(OC)c(NC2=C(Cl)C(=O)N(Cc3ccccc3)C2=O)c1,30,-10,2,13,-10,2,5,-8,-30,1,34
CC(C)Cc1cc(C(=O)N2CCN(c3ccc(F)cc3)CC2)no1,-9,-1,nt,-13,-13,12,-25,4,17,2,0
CCc1cccc(NC(=O)C2CCCC2)c1,-22,-24,-3,-18,-8,6,-55,-6,-15,1,-13
O=[N+]([O-])c1cccc(-c2nnn(C34CC5CC(CC(C5)C3)C4)n2)c1,-145,-51,-69,-45,4,7,-116,-3,4,4,-14
O=C1CN(C(=O)COC(=O)c2ccco2)c2ccccc2N1,-2,4,nt,-17,-13,-16,1,9,-16,1,4
CN1CCc2c(sc(NC(=O)c3ccc(S(=O)(=O)N4CCOCC4)cc3)c2C(N)=O)C1,3,0,-2,1,5,32,6,-22,-19,0,9
Cc1ccccc1N=C(NO)c1cccnc1,13,10,2,-4,-19,15,16,-1,-21,1,35
CCCc1nc2ccccc2c(=O)n1CC(=O)c1ccc(OC)cc1,15,-22,3,4,2,-1,23,12,8,-1,6
CCOc1ccccc1NC(=O)CCNC(=O)Cn1ccc2ccccc2c1=O,13,-4,7,-7,-14,12,8,-29,-20,3,10
C/C(=N\OC(=O)c1c(-c2ccccc2Cl)noc1C)c1ccncc1,8,-5,-2,-6,-10,-11,13,1,-51,1,2
CC1(C)CC(=O)C=C(NCCN2CCN(C(=S)NC3CCCCC3)CC2)C1,3,-25,4,5,-12,11,6,8,4,-1,-9
CCCCCn1nc(C)c2c(C)cc(=O)[nH]c21,9,-3,-1,-58,-21,4,18,-5,4,0,0
COc1ccc(OC)c(NC(=O)COC(=O)c2ccc(S(=O)(=O)N3CCCCC3)cc2)c1,6,3,nt,3,2,-6,11,12,-12,nt,-7
CC(NC(=O)CCC(=O)NCc1ccc(F)cc1)c1ccccc1 (stereo not drawn),7,-8,-1,7,-5,4,10,-7,7,4,9
Cn1cc(C(=O)C(=O)N2CCc3ccccc32)c2ccccc21,-32,-19,-16,-41,-9,5,-102,-13,0,-1,-5
O=C(O)CSc1nnc(CNc2ccccc2Cl)n1-c1ccccc1,2,-7,-1,16,-7,9,6,-6,10,-1,-7
Cc1c(C)c2c(OCC(=O)N[C@@H](CC(C)C)C(=O)O)cc3c(c2oc1=O)CCC(C)(C)O3,9,1,1,8,-15,6,12,17,7,nt,2
CCOC(=O)Cn1cnc2c(nnn2-c2ccc(OC)cc2)c1=O,0,-2,-3,-16,-11,-6,15,2,-7,-1,-10
O=C(COC(=O)c1ccccn1)NNC(=O)c1ccc([N+](=O)[O-])cc1,-5,-5,0,-12,-14,-9,1,14,-17,-8,-5
O=C(Nc1nncs1)C12CC3CC(CC(Cl)(C3)C1)C2,8,6,8,2,-4,0,19,2,-27,nt,24
COCCn1c(SCC(=O)NCCc2ccccc2)nc2c([nH]c3ccccc32)c1=O,41,9,9,4,9,-24,28,6,-11,0,17
